Screening results as filed in PubChem BioAssay.
TDP1 cell noCPT = qHTS for Inhibitors of human tyrosyl-DNA phosphodiesterase 1 (TDP1): qHTS in cells in absence of CPT. DT40 Tdp1-/- hTDP1 cells, no CPT, ATP luminescence, 48 h. AID 686978, 2013. 420,000 tested, 15% active. Potency, µM (doses to about 46.2 µM), without a hit: at the top dose activity change, negative = growth inhibition, actives largely listed as inhibitors; note: nearly all actives have a fitted effect of over 55% in size
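Compound effects on proliferation are scored in DT40 Tdp1-/-;hTDP1 cells in the absence of CPT. ATP levels (CellTiter-Glo luminescence) are recorded after a ≥48 hr, 37 °C incubation.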
KAT2A inh = inhibitors of human GCN5L2 histone acetyltransferase; Q92830; GCN5L2 HAT assay, ThioGlo1 CoA-SH fluorescence; Potency, µM (highest dose often 58.9 µM), for inactives: at the top dose activity change, negative = inhibition, hits mostly inhibitors; 390,000 tested, 0.21% active; AID 504327
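Titration-based screen in which CoA formation is detected via maleimide probe ThioGlo1 (50uM) turning fluorescent on thiol reaction; substrates H3(1-25) 75uM and acetyl-CoA 70uM, GCN5L2 20nM, 20 min incubation at room temperature.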
TDP1 inh = blocks human tyrosyl-DNA phosphodiesterase 1. Q9NUW8. recombinant TDP1, AlphaScreen DNA substrate cleavage. Potency, µM (top dose mostly 130 µM), without a hit: at the top dose activity change, negative = inhibition, actives largely listed as inhibitors. 350,000 tested, 0.28% active; note: nearly all actives have a fitted effect of over 40% in size
Target sequence (Q9NUW8 whole entry, looked up): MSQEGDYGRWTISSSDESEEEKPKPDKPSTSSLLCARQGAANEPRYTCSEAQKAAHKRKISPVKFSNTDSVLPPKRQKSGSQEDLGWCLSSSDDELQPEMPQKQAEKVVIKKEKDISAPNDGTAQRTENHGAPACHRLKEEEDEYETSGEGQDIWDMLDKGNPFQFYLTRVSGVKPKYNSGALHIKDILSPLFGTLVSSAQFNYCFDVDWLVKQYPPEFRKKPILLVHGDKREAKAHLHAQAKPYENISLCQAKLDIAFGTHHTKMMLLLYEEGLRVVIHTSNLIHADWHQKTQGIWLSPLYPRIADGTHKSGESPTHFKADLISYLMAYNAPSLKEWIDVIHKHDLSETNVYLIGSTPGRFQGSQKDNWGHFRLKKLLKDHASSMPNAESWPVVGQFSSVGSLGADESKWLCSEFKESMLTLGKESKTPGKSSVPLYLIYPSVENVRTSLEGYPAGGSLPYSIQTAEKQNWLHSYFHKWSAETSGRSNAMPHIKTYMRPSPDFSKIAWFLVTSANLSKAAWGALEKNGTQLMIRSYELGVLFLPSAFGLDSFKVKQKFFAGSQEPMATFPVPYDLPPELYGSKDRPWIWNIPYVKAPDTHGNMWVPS
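AlphaScreen read-out: signal falls as enzyme removes the 3' tyrosine-FITC from a 5'-biotinylated DNA oligo (15 nM, 5 min, RT). Enzyme was E. coli-made recombinant Tdp1 at 1 nM, exposed to compound for 15 min beforehand; beads 10 ug/ml, 10 min.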
Active calls of the source: *; ? = inconclusive; · = not tested or not shown; & = joins results of further samples. Calls come from the whole dose curve; as a rule, active = well fitted curve in the direction sought with a large enough effect; inconclusive = small, poorly fitted or top-dose-only effect, or another doubt; inactive = no such curve, though single readings can be large; an effect the other way counts as inactive or inconclusive. % is set by controls: 0 for no effect and ±100 for the full control effect; potency is the fitted concentration of half-maximal effect.

nr	compound	TDP1 cell noCPT	KAT2A inh	TDP1 inh
1	CCC(=O)N1CCN(c2cc(NCC3CCCO3)c(F)cc2[N+](=O)[O-])CC1 (stereo unspecified)	-15%	-1%	5%
2	CCC(=O)NC(=S)Nc1ccc(NC(=O)COc2ccc(Cl)cc2Cl)cc1	8.2µM*	-13%	3%
3	NC(=O)C1CCN(C(=O)c2ccc3c(c2)N(Cc2cccc(Cl)c2)C(=O)c2ccccc2S3=O)CC1 (stereo unspecified)	4%	1%	3%
4	O=C(N/N=C/C1CC=CCC1)c1ccccc1O (stereo unspecified)	-9%	-6%	2%
5	COC(=O)C1CCN(S(=O)(=O)c2cc3c4c(c2)CCN4C(=O)CC3)CC1	-7%	4%	-5%
6	Cc1cc(=O)n2nc(N3CCCC(C(=O)NCc4ccccc4Br)C3)sc2n1 (stereo unspecified)	1%	-1%	1%
7	Cc1noc(C)c1C(=O)N1CCC2(CC1)CN(C(=O)Nc1cccc(F)c1)C2	-1%	0%	·
8	CC1=C(C(=O)N(C)C)C(c2cccc(Cl)c2)NC(=O)N1 (stereo unspecified)	-2%	-10%	0%
9	COc1cccc(N2C(=NC(=O)CCC3CCCC3)SC3CS(=O)(=O)CC32)c1 (stereo unspecified)	-2%	-5%	-2%
10	CCCCNC(=S)N1CCn2cccc2C1c1ccc(F)cc1 (stereo unspecified)	?	-8%	6%
11	CN(C)C(=O)CSc1ccc(S(=O)(=O)N2CCCC2)cn1	-9%	-5%	4%
12	CCCCN(C(=O)c1cc(-c2ccco2)nc2ccccc12)c1c(N)n(CCC)c(=O)[nH]c1=O	-12%	-19%	28µM*
13	CCNc1nc(NC(C)C)nc(Oc2ccc(=O)n(C)n2)n1	13%	-12%	·
14	CN(CC(=O)Nc1ccccc1Cl)C(=O)c1cccc(S(=O)(=O)N2CCN(Cc3ccccc3)CC2)c1	9.2µM*	0%	·
15	CC(C)[C@H](NC(=O)N1CCn2c1nc1ccccc12)C(=O)N[C@H](Cc1ccccc1)C(=O)O	-4%	?	·
16	CCN(CCO)C(=O)c1ccc2nc(Cc3cccc(Cl)c3)oc2c1	-26%	-1%	1%
17	CN1C(=O)C(C)(C)c2cc(S(=O)(=O)N(C)Cc3ccccc3)ccc21	?	-7%	·
18	Cc1ccc(C(=O)c2cc3c(cc2[N+](=O)[O-])OCCO3)cc1	?	-2%	5%
19	COc1cc([N+](=O)[O-])ccc1-c1ccc(/C=N/NC(=O)OC(C)(C)C)o1	?	-3%	1%
20	CCO[C@H]1OC(C(=O)N2CCOCC2)=C[C@@H](c2ccc3c(c2)OCO3)[C@@H]1CCCO	3%	0%	0%

Continued.
nr	compound	TDP1 cell noCPT	KAT2A inh	TDP1 inh
21	Cc1cc(Br)ccc1NC(=S)Nc1cccc([N+](=O)[O-])c1	?	-5%	3%
22	O=C(Nc1cccc(F)c1)c1cc(S(=O)(=O)N2CCC3(CC2)OCCO3)ccc1F	·	-7%	-2%
23	CC(C)c1ccc(NC(=O)C2CC2c2ccccc2)cc1 (stereo unspecified)	-5%	-9%	·
24	Cc1cc(C)n2nc(C(=O)OCC(=O)NC(=O)c3ccccc3)nc2n1	-14%	-4%	0%
25	CC1C/C(=C/c2ccncc2)C(=O)/C(=C/c2ccncc2)C1 (stereo unspecified)	0.58µM*	-11%	6%
26	COCc1nnc(NC(=O)CCCCCN2C(=O)c3ccccc3C2=O)s1	-9%	?	8%
27	Cc1ccc(C(=O)COC(=O)c2ccc(Cl)c(N)c2)s1	1%	-1%	-1%
28	CN(C(=O)COC(=O)CSc1ccc([N+](=O)[O-])cc1)c1ccccc1	29µM*	-9%	3%
29	O=C(c1cc(C(=O)c2ccco2)cc(C(=O)c2ccco2)c1)c1ccco1	-3%	-14%	?
30	O=C1NC(=O)c2cc(Nc3ccc(F)cc3)c(Nc3ccc(F)cc3)cc21	·	-9%&-4%	15%&14%
31	CC(=O)N1Cc2ccccc2C(C)CC12CCCC2 (stereo unspecified)	?	-2%	-3%
32	Cc1ccc(C)n1-c1ccc2c(c1)COC2=O	·	-16%	1%
33	Cc1ccc(CSc2nnc(-n3c(=O)c(C#N)cc4c(=O)n5cc(C)ccc5nc43)s2)cc1	-10%	-9%	5%
34	COc1ccc(C(=O)C2CCCN(S(=O)(=O)c3cccc(C)c3)C2)c(C)c1 (stereo unspecified)	18µM*	-12%	2%
35	Cc1c(NS(=O)(=O)c2ccc3nc(COc4ccccc4Cl)[nH]c3c2)c(=O)n(-c2ccccc2)n1C	-17%	-2%	8%
36	COc1ccc(CN(Cc2cccnc2)C(=S)NCCc2ccccc2)cc1OC	6%	-3%	1%
37	CCOC(=O)c1cc2sc(C)cc2n1CC(=O)N1CCOCC1	-11%	-6%	4%
38	Cc1ccccc1Cn1c(=O)n(Cc2ccco2)c(=O)c2ccccc21	?	1%	2%
39	Cc1ccc(-c2nnc(Nc3cccc(O)c3)c3ccccc23)cc1S(=O)(=O)N1CCN(C)CC1	18µM*	-5%	·
40	CC1(C)CC(NC(=O)C(Cl)(Cl)Cl)CC(C)(C)N1	0%	-1%	-1%

Screen by screen, quoted from above:
TDP1 cell noCPT for nos. 25–28 → 0.58µM*, -9%, 1%, 29µM*
KAT2A inh for nos. 25–28 → -11%, ?, -1%, -9%
TDP1 inh for nos. 25–28 → 6%, 8%, -1%, 3%

Other structures follow.
nr	compound	TDP1 cell noCPT	KAT2A inh	TDP1 inh
41	CCN1CCc2c(C#N)c(N3CCCCC3)nc(N3CCOCC3)c2C1	-24%	-2%	2%
42	Cc1ccc(NC(=O)CSc2nnc(COc3ccccc3C)o2)cc1	8%	-6%	3%
43	CC(=O)c1ccc(OCC(=O)NC2CCCCCC2)cc1	-13%	-3%	-7%
44	O=C(N/C(=C\c1ccc([N+](=O)[O-])cc1)C(=O)N1CCCCC1)c1ccccc1Br	?	1%	4%
45	O=c1cc(N2CCCCCC2)[nH]c(=O)n1-c1ccc(Cl)cc1	0%	1%	·
46	COc1ccc(S(=O)(=O)Nc2c(C)cccc2C)cc1-n1cnnn1	-9%	1%	8%
47	O=C(COc1ccc(-c2nnco2)cc1)Nc1c(Cl)cccc1C(F)(F)F	-25%	3%	-8%
48	Cn1c(SCc2nc(-c3ccc(Cl)cc3)no2)nnc1-c1ccco1	?	-5%	4%
49	COc1ccc(-n2nc3c(c2NC(=O)c2ccc(N4C(=O)CCC4=O)cc2)CSC3)cc1	-4%	?	1%
50	C=CCn1c(NCCc2ccccc2)nc2c1c(=O)n(C)c(=O)n2C	8.2µM*	-12%	2%
51	Cc1cc(N2CCN(C)CC2)nc2ccc(NC(=O)Nc3ccc(F)cc3)cc12	?	7%	-6%
52	Cc1ccccc1-c1nnc(SCC(=O)NC2CCCC2)o1	-1%	3%	3%
53	COc1ccc(CNCc2cc3c(C(C)(C)C)nn(-c4ccccc4)c3[nH]c2=O)cc1	18µM*	-12%	8%
54	Cc1ccc(S(=O)(=O)Nc2cnn(-c3ccccc3)c(=O)c2Cl)cc1	23%	-16%	8%
55	COc1ccccc1N1CCNC(C)C1=O (stereo unspecified)	?	-10%	·
56	Cn1c(-c2ccc[nH]c2=O)nc2cc(Cl)ccc21	?	-9%	3%
57	Cc1cccc(N2CCN(c3nc4ccccc4c4nnc(C)n34)CC2)c1C	12µM*	0%	-5%
58	CCc1cc(=O)oc2c(C)c(OCC(=O)NC3CC(C)(C)NC(C)(C)C3)ccc12	-16%	-19%	0%
59	Cc1cc(C)cc(NC(=O)COC(=O)CCCNC(=O)c2ccc(Cl)cc2)c1	-19%	-1%	-3%
60	O=C(NC1=NCCS1)c1sc2cc(F)ccc2c1Cl	-28%	-3%	0%

(list continues)
nr	compound	TDP1 cell noCPT	KAT2A inh	TDP1 inh
61	COC(=O)CCSC(=S)N1CCOCC1	-10%	-3%	0%
62	CC(=O)Nc1ccc(S(=O)(=O)Nc2cc(C)c(-n3nc4ccccc4n3)cc2O)cc1	?	-12%	5%
63	Cn1nccc1NC(=O)Nc1ccccc1	5%	-14%	·
64	CCCc1nc(SCC(=O)Nc2cc(C)on2)c2ccccc2n1	?	-4%	6%
65	Cc1occc1C(=O)Nc1ccc2c(c1)OCO2	-27%	-27%	-2%
66	CC(=O)C1=C(c2ccccc2)NC(=O)NC1c1ccc(O)c(O)c1 (stereo unspecified)	-9%	-4%	-5%
67	CCC(=O)NC(=S)Nc1ccc(NC(=O)c2ccco2)c(Cl)c1	-5%	-6%	5%
68	Cc1cc(OCC(=O)OCC(=O)Nc2ccc(Cl)cn2)ccc1Cl	9%	-11%	·
69	COc1ccc(CN2CCNC(=O)C2CC(=O)NC2CCOCC2)cc1C (stereo unspecified)	12%	?	4%
70	CC(N)C(=O)NC(C(=O)N1CCCC1C(=O)NC(c1ccccc1)c1ccccc1)C(C)C (stereo unspecified)	-22%	-4%	1%
71	CCc1ccc(C(=O)CSc2nc3cc(S(=O)(=O)N4CCOCC4)ccc3n2CC)cc1	?	-3%	3%
72	CCCCc1ccc(S(N)(=O)=O)cc1	4%	-2%	3%
73	O=S(=O)(Nc1ccccc1O)c1ccc(Cl)nc1	13%	-2%	6%
74	COC(=O)c1c(NC(=O)Cc2ccccc2)sc2c1CC(C)(C)NC2(C)C	?	2%	·
75	COc1cccc(C#Cc2c(CO)[nH]c3ccccc23)c1	?	1%	2%
76	N#Cc1cccc(NC(=O)CCC2CCCC2)c1	-20%	-1%	-2%
77	COC(=O)C(NC(=O)c1ccc(Cl)cc1)(Nc1nc(C)cs1)C(F)(F)F (stereo unspecified)	-13%	-3%	1%
78	Cc1cccc(NS(=O)(=O)c2nnc(NC(=O)c3ccc(Cl)cc3)s2)c1	-5%	-16%	·
79	COc1cc(/C=C2\SC(=Nc3ccccc3OC)NC2=O)ccc1O	?	-3%	6%
80	O=C(NCCc1ccc(Cl)cc1)c1cnc2n(c1=O)CCS2	-26%	-3%	4%

Arranged by SMILES length (highest first): some entries from above.
nr	compound	TDP1 cell noCPT	KAT2A inh	TDP1 inh
69	COc1ccc(CN2CCNC(=O)C2CC(=O)NC2CCOCC2)cc1C (stereo unspecified)	12%	?	4%
68	Cc1cc(OCC(=O)OCC(=O)Nc2ccc(Cl)cn2)ccc1Cl	9%	-11%	·
72	CCCCc1ccc(S(N)(=O)=O)cc1	4%	-2%	3%

Full records from above:
O=S(=O)(Nc1ccccc1O)c1ccc(Cl)nc1 in the list: TDP1 cell noCPT: 13%; KAT2A inh: -2%; TDP1 inh: 6%
CC(=O)Nc1ccc(S(=O)(=O)Nc2cc(C)c(-n3nc4ccccc4n3)cc2O)cc1 in the list: TDP1 cell noCPT: ?; KAT2A inh: -12%; TDP1 inh: 5%
CCCCc1ccc(S(N)(=O)=O)cc1 in the list: TDP1 cell noCPT: 4%; KAT2A inh: -2%; TDP1 inh: 3%

Further structures.
nr	compound	TDP1 cell noCPT	KAT2A inh	TDP1 inh
81	Cc1ccc2cc(C)c3nnc(SCC(=O)N4CCCc5ccccc54)n3c2c1C	·	3%	0%
82	O=C(NCc1ccco1)c1ccc2c(c1)N(Cc1ccccc1F)C(=O)c1ccccc1S2=O (stereo unspecified)	?	-4%	5%
83	CCN(CC)C(=O)c1ccc(NS(=O)(=O)c2ccc3[nH]c(=O)[nH]c3c2)cc1	-3%	-7%	-11%
84	COCCCC1CCN(Cc2cn[nH]c2-c2cc(OC)c(OC)c(OC)c2)CC1	?	-5%	-3%
85	O=C(CN1C=NS(=O)(=O)c2ccccc21)Nc1ccc(Br)cc1	?	2%	6%
86	Cc1nn(C)c2ncc(C(=O)c3ccccc3O)cc12	?	3%	0%
87	CCC(=O)Nc1ccc2c(c1)nc(CN1CCN(C(C)=O)CC1)n2C	-28%	32µM*	1%
88	Nn1c(SCC(=O)NCCC2=CCCCC2)nnc1-c1cccnc1	-2%	-29%	-5%
89	CC(C)N(C(C)C)S(=O)(=O)c1ccc(N2CCc3ccccc3C2)nc1	?	-12%	0%
90	CN(CC(=O)Nc1cccc(F)c1)C(=O)c1ccc(S(=O)(=O)N2CCCC2)cc1	-14%	0%	1%
91	Cc1cc([N+](=O)[O-])cc2c1NC(=O)C2(O)N1CCOCC1 (stereo unspecified)	-19%	-15%	8%
92	Cc1cc(C(=O)Nc2ccc(C#N)cc2)on1	11%	-3%	·
93	COC(=O)c1c(-c2cccs2)csc1NC(=O)c1cccnc1	15µM*	-8%	-2%
94	Cc1cc(-c2ccccc2)nc(N/N=C/c2ccccc2)n1	23µM*	-6%	-1%
95	NS(=O)(=O)c1ccc(N2CCOCC2)c(C(=O)NCCCSc2ccccc2)c1	?	0%	1%
96	O=C(COc1ccccc1)NCc1ccc(-n2cccc2)cc1	1%	-10%	0%
97	Cc1cccc(C)c1NC(=O)COC(=O)c1ccccc1Nc1ccccc1	9.2µM*	6%	4%
98	C#CCSc1nc2ccccc2n1C(=O)c1ccc(S(=O)(=O)N2CCCCC2)cc1	6%	-2%	0%
99	Cc1ccc(NC(=O)c2c(C)noc2C)cc1S(=O)(=O)N1CCOCC1	-4%	-4%	1%

The list is partial; the hit share may differ from the screen's.
